EphB4 ephrin blk: antagonists of human EphB4-ephrin-B2 interaction | P54760 | EphB4 LBD / TNYL-RAW-Alexa532 peptide, fluorescence polarization | inhibition, % at 7 µM | 97,000 compounds, 0.15% hits;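 active = inhibition above the screen-wide mean inhibition plus 3 SD, cut at about 15% in these data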;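 note: 0% = DMSO wells and 100% = excess unlabeled TNYL-RAW peptide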
Rev-RRE block: HIV Rev-RRE protein-RNA interaction inhibition. AID 704. inhibition, % at 8 µM. Rev peptide-RRE RNA binding, FRET. P05866. 97,000 compounds, 0.79% hits;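 active = inhibition above the screen-wide mean plus 3 SD, cut at about 35% in these data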;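 note: 0% = median DMSO wells and 100% = median Neomycin B control wells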
Target sequence (P05866 whole entry, looked up): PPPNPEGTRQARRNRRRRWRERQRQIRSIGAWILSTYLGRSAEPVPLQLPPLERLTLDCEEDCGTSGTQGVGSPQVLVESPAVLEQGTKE
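Test system: Cy5-tagged RRE RNA duplex with fluorescein-tagged Rev peptide | Read-out: % inhibition of FRET ratio versus controls | Probe or stimulus: Labelled Rev peptide | Incubation: 5 min RNA-compound premix plus 15 min binding step, 25 °C | Technique: FRET fluorescence readout | Benchmarks: DMSO low control, neomycin B high control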
S1P2 antag: blocks the human S1P2 receptor | O95136 | cell-based S1P2 antagonist assay, inhibition at 5 uM | inhibition, % at 5 µM | 97,000 compounds, 0.21% hits; in the data active = inhibition above about 45%;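 note: CRE beta-lactamase reporter cells expressing human S1P2 stimulated with S1P; 0% = agonist at EC80 alone and 100% = agonist plus reference antagonist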
S1P2 agonist: agonists of human S1P2 receptor; S1P2-expressing cell line, agonist reporter read-out; activation, % at 4.5 µM; 97,000 compounds, 0.46% hits; AID 729; in the data active = activation above about 16%;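 note: 0% = vehicle low control and 100% = maximal reference agonist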
PostGolgi yeast: growth inhibition of a yeast mutant, post-Golgi transport screen; 98,000 compounds, 0.9% hits; post-Golgi transport phenotypic cell assay; inhibition, % at 10 µM;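 note: yeast cells grown in 1536-well plates; yeast grown about 18 h at 30C before absorbance read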
PTPN22 inh 2: inhibitors of human LYP (PTPN22) phosphatase; recombinant LYP catalytic domain, DiFMUP fluorescence; inhibition, % at 2 µM; 96,000 compounds, 0.21% hits; Q9Y2R2;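 active = inhibition at 2 µM at or above a set limit, the screen mean plus 3 SD, cut at about 24% in these data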;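 note: 0% = DMSO with enzyme and 100% = enzyme fully blocked by orthovanadate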
Target sequence (Q9Y2R2 whole entry, looked up, the tested form may be a part): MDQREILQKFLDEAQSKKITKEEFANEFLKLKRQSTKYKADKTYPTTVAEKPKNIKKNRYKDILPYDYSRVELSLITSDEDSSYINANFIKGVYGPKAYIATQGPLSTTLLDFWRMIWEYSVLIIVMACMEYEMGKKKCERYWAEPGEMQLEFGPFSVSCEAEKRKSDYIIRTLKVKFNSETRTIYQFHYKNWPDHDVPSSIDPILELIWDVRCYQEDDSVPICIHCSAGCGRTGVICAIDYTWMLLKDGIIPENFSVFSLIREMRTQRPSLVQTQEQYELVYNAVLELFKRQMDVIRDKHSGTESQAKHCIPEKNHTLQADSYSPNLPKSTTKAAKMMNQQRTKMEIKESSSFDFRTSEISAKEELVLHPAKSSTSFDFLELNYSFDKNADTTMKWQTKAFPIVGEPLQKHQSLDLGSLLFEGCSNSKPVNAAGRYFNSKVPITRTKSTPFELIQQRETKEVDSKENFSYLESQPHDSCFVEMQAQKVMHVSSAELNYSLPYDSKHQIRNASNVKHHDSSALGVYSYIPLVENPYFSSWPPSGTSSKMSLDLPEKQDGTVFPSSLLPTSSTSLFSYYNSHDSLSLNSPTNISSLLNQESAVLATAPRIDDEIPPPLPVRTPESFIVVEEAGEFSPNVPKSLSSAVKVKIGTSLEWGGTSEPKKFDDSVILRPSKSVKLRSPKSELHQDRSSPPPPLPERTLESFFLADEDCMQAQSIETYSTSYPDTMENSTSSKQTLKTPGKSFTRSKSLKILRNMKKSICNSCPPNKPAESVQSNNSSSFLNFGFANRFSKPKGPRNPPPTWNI
LYP act: activators of human LYP (PTPN22) phosphatase; recombinant LYP, DiFMUP fluorescence; 0 = plate median, 100 = signal doubled; 96,000 compounds, 0.11% hits; activation, % at 2 µM; AID 697; Q9Y2R2;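 active = activation at 2 µM above a set limit, the mean plus 5 SD, cut at about 37% in these data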
PostGolgi ctrl: growth of the yeast control strain, post-Golgi counter-screen. efflux-deficient yeast background strain, growth absorbance A615, 16 h. inhibition, % at 10 µM. 98,000 compounds, 5% hits
FAK blocker: inhibitors of human focal adhesion kinase; inhibition, %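 (tested at 7 µM)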; biochemical FAK kinase activity assay; AID 727; Q05397; 97,000 compounds, 0.84% hits; in the data active = inhibition above about 19%;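 note: 0% = DMSO and 100% = reference compound high control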
Numbers without * were called inactive; x = no result given; & = joins results of further samples. Cut-off read from the data, not from the text of the source, unless noted: active = inhibition above about 30%; inactive = the rest.

molecule	EphB4 ephrin blk	Rev-RRE block	S1P2 antag	S1P2 agonist	PostGolgi yeast	PTPN22 inh 2	LYP act	PostGolgi ctrl	FAK blocker
CC(C)(C)NC(=O)COc1ccc(CNc2ccc3[nH]c(=O)[nH]c3c2)cc1	4	7	-11	-9	0	6	-3	24	-2
COc1cc(NC(=O)C2CCCN(c3ncccn3)C2)cc(OC)c1 (stereo not drawn)	-3	-1	-7	-4	x	-14	10	x	3
C#CCSC1=C(C#N)C(c2cccs2)C(C(=O)OCC)=C(C)N1 (stereo not drawn)	3	15	-12	-4	-2	1	-4	20	3
COc1cccc(/C=N/n2c(=S)n(C)c3cc(C)c(C)cc32)c1OC	5	5	6	-6	-4	3	1	15	-3
CC(C)Nc1nc(NC(C)C)nc(N(C)n2cnnc2)n1	8	1	9	-2	2	-4	2	13	6
Nc1nnc(CCc2ccccc2)s1	-9	2	-16	-5	9	-5	2	3	0
Cc1ccc(-c2noc(CCC(=O)NCc3ccco3)n2)cc1	0	4	8	-5	-7	-1	1	8	0
CCOc1ccc(-c2n[nH]c(C)c2Oc2ccc(OC)cc2)c(O)c1	-11	7	-14	-3	12	-10	7	33*	-3
COCC(=O)N(Cc1cc2cc(OC)ccc2[nH]c1=O)c1ccccc1OC	-9	-2	10	-2	3	11	-11	26	0
Fc1ccc(C2=Nn3c(Cc4ccccc4F)nnc3SC2)cc1	4	6	-14	-5	-6	12	-9	1	-6
COc1ccc(NC(=O)c2c(F)c(F)c(F)c(F)c2F)cc1Cl	-1	5	2	-6	18	6	-7	-6	2
CCOC(=O)c1c(CN2CCOCC2)n(C)c2cc(Br)c(O)c(CN(C)C)c12	-5&-5	-3&-1	2&7	-8&-1	3&-1	-3&-9	6&8	9&-9	-3&2
COC(=O)C1CCCN1C(=O)c1cccs1 (stereo not drawn)	1	11	-10	-5	3	-20	19	0	0
CC(C)(C)OC(=O)NCCc1nnc(SCC(N)=O)o1	2	8	4	-4	0	7	-3	14	2
O=C(Nc1ccccc1N1CCN(C(=O)c2ccc(Cl)cc2)CC1)c1cccnc1	-5	5	17	-3	5	-11	10	18	1
COC(=O)CSc1nc2c(c(=O)[nH]c(=O)n2C)n1CCC(C)C	2	4	-13	-4	-4	-3	4	1	-2
CCOC(=O)C1=C(C)N(Cc2ccccc2)C(=O)NC1c1ccc(OC)cc1 (stereo not drawn)	9	10	14	-4	-2	2	0	22	1
O=C(NCc1ccccc1)NC1(C(=O)N2CCCC2)CCCCC1	3	12	12	-3	0	3	-6	-4	-1
CCCCCCNC(=O)Cc1nc2nc(C)cc(C)n2n1	-3	7	18	-3	9	2	-4	-6	-1
CCc1cc(C(=O)NNC(=S)Nc2ccccc2C)cs1	-2	0	-18	-2	x	7	-5	x	-1
CCOC(=O)c1sc(NC(=O)CN2CCCC2)c(C(=O)OCC)c1C	-11	-5	2	-4	25	4	-2	0	0
COc1ccc(C(=O)NCC(=O)OCC(=O)Nc2c(C)n(C)n(-c3ccccc3)c2=O)cc1	2	7	8	-9	-18	8	-8	12	-2
COc1ccccc1N1CCN(C(=O)c2cc(-c3ccc(Cl)cc3)on2)CC1	1	3	6	-1	-3	2	-4	40*	9
Cc1nnc(SCC(=O)Nc2ncc(Cl)cc2Cl)n1Cc1ccccc1	-2	-2	0	-4	-6	2	0	-4	-1
CCOc1cc(N2CCOCC2)c(OCC)cc1NC(=O)COC(=O)CCc1c[nH]c2ccccc12	-1	3	7	1	-3	6	-7	2	1
O=C(NCCC1=CCCCC1)C1CCN(S(=O)(=O)c2cccc3nsnc23)CC1	3	8	13	-2	x	-3	0	x	-5
Cc1ccc(S(=O)(=O)N(c2ccccc2)C2CCS(=O)(=O)C2)cc1 (stereo not drawn)	1	3	0	0	9	3	-3	2	-3
Cc1cc(C)n(-c2nc3nonc3nc2-n2nc(C)cc2C)n1	-1	8	15	-6	30	2	2	3	-3
CCN(CCC(=O)Nc1ccc(Br)c(C)c1)Cc1ccccc1	-5	16	26	-6	6	5	-4	11	-1
Cc1nc(C)c(C(=O)NCc2ccc(Cl)cc2)o1	10	10	4	-2	7	-3	0	7	5
O=C(NCCc1c[nH]c2ccccc12)Nc1cccc2ccccc12	-1	5	16	-3	-6	-3	4	-7	10
CCOCCCNC(=O)NC12CC3CC(CC(C3)C1)C2	5	4	-6	-3	-1	-1	-2	5	-1
COc1ccc(N2CC(C(=O)NCCC3=CCCCC3)CC2=O)cc1 (stereo not drawn)	1	8	20	-9	1	-5	3	11	15
CC(C)CSc1nc2c(c(=O)[nH]c(=O)n2C)n1CC(O)COc1cccc2ccccc12 (stereo not drawn)	-5	1	-9	-9	3	13	-13	1	-4
Cc1cccc2cc(C#N)c(SCC(=O)N3CCC(C)CC3)nc12	3	19	18	-4	-2	-6	4	9	5
O=C1C(Nc2ccccc2)=C(N2CCCCC2)C(=O)c2ccccc21	5	6	-5	-6	10	10	-7	9	23*
O=C(NNC(=O)c1ccc(SCC2CCCO2)c([N+](=O)[O-])c1)c1ccc(F)cc1 (stereo not drawn)	-2	-5	-17	-1	5	-13	15	3	-5
N#CC1=C(N)OC2=C(CCC/C2=C/c2ccoc2)C1c1ccoc1 (stereo not drawn)	6	29	-14	1	-7	1	-6	-2	12
Cc1cc(C(=O)Nc2sc(C)c(-c3ccc(F)cc3)c2C(N)=O)no1	7	12	4	-11	-1	6	-9	11	3
CCc1c(C(=O)Nc2ccncc2)csc1C	2	5	-3	-4	14	-10	10	21	2
COc1cc(NC(=O)COC(=O)/C=C/c2c(C)nn(C3CCS(=O)(=O)C3)c2Cl)cc(OC)c1OC (stereo not drawn)	4	5	-1	-8	-5	-6	8	-6	-2
O=C(COn1nnc2ccc(C(F)(F)F)cc21)Nc1nnc(-c2ccccc2)o1	-7	14	3	-3	0	2	0	-1	-1
CC(C)(C)Cc1nnc(NS(=O)(=O)c2ccc(F)cc2)s1	-12	-4	2	1	3	-6	5	22	-2
Cc1[nH]c2ccccc2c1C(=O)CN1CCC(C)CC1	-6	4	6	-5	-5	0	3	1	-2
CC1CCc2cc(F)cc3c(O)c(C(=O)NCc4ccco4)c(=O)n1c23 (stereo not drawn)	3	13	17	-10	-2	1	-3	15	4
COc1ccccc1C(=O)N(CN1CCCC1=O)c1cccc(Cl)c1	2	-3	8	-2	12	0	3	-1	-3
Cc1c(C(=O)OC(C)C)[nH]c2c1C(=O)CC(C)(C)C2	-9	-4	-20	-2	2	-10	6	6	2
COC(=O)c1c(NC(=O)CSc2nnnn2-c2ccccc2)sc2c1CCC(C(C)(C)C)C2 (stereo not drawn)	2	16	10	2	0	6	-4	16	2
COc1cccc(C(=O)NC(=S)Nc2ccc3c4c(cccc24)CC3)c1	-2	4	-15	-3	1	4	1	2	0
CSC1=C(C#N)C(c2ccccc2Cl)C2=C(N1)c1ccccc1C2=O (stereo not drawn)	-4	17	-4	-6	0	8	-4	4	4
CCn1c(CSCc2ccc(C)cc2)nnc1SCC(=O)N1CCN(c2ccccc2)CC1	2	-1	-10	-2	15	-2	5	15	3
Cc1nc(C)c(C(=O)Nc2ccc(Oc3ccccc3)cc2)o1	-10	3	4	1	-6	-13	7	1	1
S=c1[nH]nc2c3c4c(sc3ncn12)CCCC4	13	6	-6	-3	2	2	-1	8	-3
O=C(Cn1cnc2ccccc21)NC(c1ccccc1)c1ccccc1	4	6	6	-6	0	4	-3	12	-1
Cn1c(C(=O)N2CCCc3ccccc32)cc2sccc21	2	3	23	-8	-6	0	-2	13	4
CCCCOC(=O)Cn1c(=N)n(CCN(CC)CC)c2ccccc21	-5	0	-2	-3	10	4	-1	4	-2
N#Cc1nc(COc2ccc(Br)cc2)oc1NCCN1CCOCC1	-5	7	21	-4	-5	6	-8	1	1
COc1ccc(N2CCN(C(=O)c3ccc(OCc4c(C)noc4C)c(OC)c3)CC2)cc1	2	-6	8	-1	-8	13	-11	-2	3
O=C(Nc1cccc(S(=O)(=O)N2CCOCC2)c1)c1ccco1	-3	5	-12	0	9	-10	6	0	1
COc1ccc(N(CC(=O)N2CCCCC2)S(=O)(=O)c2ccccc2)c(OC)c1	-4	-2	17	-4	-5	-9	7	0	-6

Part of the list above with just Rev-RRE block:
Structure | Rev-RRE block
Cc1cc(C)n(-c2nc3nonc3nc2-n2nc(C)cc2C)n1 | 8
CCN(CCC(=O)Nc1ccc(Br)c(C)c1)Cc1ccccc1 | 16
Cc1nc(C)c(C(=O)NCc2ccc(Cl)cc2)o1 | 10

Other compounds
molecule	EphB4 ephrin blk	Rev-RRE block	S1P2 antag	S1P2 agonist	PostGolgi yeast	PTPN22 inh 2	LYP act	PostGolgi ctrl	FAK blocker
Cc1ccc(S(=O)(=O)Nc2cc(C(C)C)c(O)cc2C)cc1	1	13	7	-6	-26	-9	6	24	6
Cc1cccc(N2CCN(C(=O)C3CCCN(S(=O)(=O)c4c(C)noc4C)C3)CC2)c1C (stereo not drawn)	6	6	11	-2	x	-4	2	x	3
C(=N\n1cnnc1)/c1ccc2c(c1)OCO2	0	3	-4	-10	-1	-4	2	0	-6
COc1ccc(CCNC(=O)CN(C2CCCCC2)S(C)(=O)=O)cc1	7	7	-9	1	14	-5	4	-4	0
Cc1cc(C)n(C(=O)CCC2COc3ccccc3O2)n1 (stereo not drawn)	0	7	-1	-1	-7	-1	0	9	2
Nc1cc(=O)[nH]c(SC/C=C/c2ccccc2)n1	7	4	12	-5	-12	-2	7	7	-1
COC(=O)c1ccc(N2CCOCC2)c(F)c1	1	6	4	-7	19	16	-17	12	1
CC(C)Oc1ccccc1C1Nc2ccccc2C(=O)N1c1ccc2c(c1)OCCO2 (stereo not drawn)	0	9	6	-7	-16	-6	4	18	1
Cc1cc(C(=O)NCc2ccccc2F)cs1	5	6	-5	-4	6	-3	0	-6	9
OC1CNCc2cc3c(cc21)OCCO3 (stereo not drawn)	6	9	6	-6	0	11	-8	-1	-3
COc1cccc(NC(=O)N2CCC(N3CCCCC3)CC2)c1	-3	7	-7	-1	0	-15	11	5	-2
CC1=NC(=O)C(N=Nc2ccccc2)N1c1ccccc1 (stereo not drawn)	-2	3	-10	-5	x	-1	0	x	-1
O=C1C2CCCN2C(c2ccc(F)c(F)c2)N1c1cccc(Cl)c1 (stereo not drawn)	6	5	21	-3	-5	-8	7	2	2
CCCC(C(=O)NCc1ccco1)N(C(=O)CNS(=O)(=O)c1ccccc1)c1ccccc1OC (stereo not drawn)	-6	0	-7	-5	-15	-22	20	2	-5
CC(C)Oc1ccccc1C1CC(=O)Nc2cc3c(cc21)OCCO3 (stereo not drawn)	4	13	5	-3	2	12	-14	16	8
Cc1cccc(N2C(=O)CS/C2=N\NC(=O)c2ccc(Br)cc2)c1C	-1	2	-3	-5	x	-3	-2	x	1
Cc1ccc2oc(-c3ccccc3)c(C(=O)O)c(=O)c2c1	4	3	12	-9	2	13	-9	13	-3
CCn1c(CSc2nc3ccccc3s2)nnc1SCC(=O)OC(C)(C)C	0	2	-5	-11	11	0	2	12	0
CCOc1cc2c(C#N)c(N3CCNCC3)nc(N)c2c(N)n1	-2	7	-57	20*	7	-2	4	9	-5

High-throughput results deposited in PubChem BioAssay by several laboratories.
